# CRFR2-BP antag = antagonists of CRF-BP/CRF-R2 complex, primary screen, cell-based, HEK293, calcium dye fluorescence, uHTS; CRF-induced calcium fluorescence; inhibition, % at 11.8 µM; 350,000 tested, 0.59% active; AID 588475, 2011;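 active = inhibition of the ligand-induced calcium signal above about 50% at the single tested concentration, limit read from the data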
# CRFBP-R2 agonist = agonists of CRF-BP/CRF-R2 complex, primary screen, cell-based, HEK293, calcium dye fluorescence, uHTS; 350,000 tested, 0.46% active; CRF-binding protein / CRF receptor 2 complex (human); activation, % at 13.2 µM; calcium dye fluorescence (FLIPR); percent of saturating CRF peptide response;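 active = activation of at least 50%, plus an integration ratio under a set limit after plate pattern correction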;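 also: plate controls were neutral control wells without compound for no effect and CRF at EC100 for full effect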
# CHRM4 PAM = human M4 muscarinic receptor positive allosteric modulators, primary screen, CHO-K1 cells, Fluo-8 calcium fluorescence. 360,000 tested, 0.4% active. CHO-K1 hM4/Gqi5, ACh EC20; 0% = ACh EC20, 100% = maximal ACh. activation, % at 3 µM. Muscarinic acetylcholine receptor M4 (Homo sapiens), P08173;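 active = activation above its plate's cutoff, the mean activation of sample wells plus 3 SD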; also: some results filed as inactive read as strong as hits
# Target sequence (P08173 whole entry, looked up): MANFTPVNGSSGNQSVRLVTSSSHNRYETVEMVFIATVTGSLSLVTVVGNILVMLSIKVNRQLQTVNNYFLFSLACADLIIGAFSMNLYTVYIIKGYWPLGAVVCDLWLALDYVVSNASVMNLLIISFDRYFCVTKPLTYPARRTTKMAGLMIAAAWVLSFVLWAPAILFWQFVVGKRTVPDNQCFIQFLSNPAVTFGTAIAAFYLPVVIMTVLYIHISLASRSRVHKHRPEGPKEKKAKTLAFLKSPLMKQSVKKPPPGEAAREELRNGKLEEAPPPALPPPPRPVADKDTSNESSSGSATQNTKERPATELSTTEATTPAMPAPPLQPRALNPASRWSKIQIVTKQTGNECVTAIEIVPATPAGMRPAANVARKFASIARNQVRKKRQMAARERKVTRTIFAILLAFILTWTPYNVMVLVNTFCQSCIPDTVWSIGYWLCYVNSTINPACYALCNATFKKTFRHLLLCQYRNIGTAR
# CHRM5 agonist = human M5 muscarinic receptor agonists, primary screen, CHO-K1 cells, Fluo-8 calcium fluorescence | AID 624037, 2012 | activation, % at 3 µM | 360,000 tested, 0.19% active | CHO-K1 hM5 cells; 0% DMSO wells, 100% maximal acetylcholine response | Muscarinic acetylcholine receptor M5 (Homo sapiens), P08912;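 active = activation above the run's mean over test compounds plus 3 SD, cut at about 23% in these data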;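 also: signal is peak over basal fluorescence ratio across the kinetic read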
# Target sequence (P08912 whole entry, looked up): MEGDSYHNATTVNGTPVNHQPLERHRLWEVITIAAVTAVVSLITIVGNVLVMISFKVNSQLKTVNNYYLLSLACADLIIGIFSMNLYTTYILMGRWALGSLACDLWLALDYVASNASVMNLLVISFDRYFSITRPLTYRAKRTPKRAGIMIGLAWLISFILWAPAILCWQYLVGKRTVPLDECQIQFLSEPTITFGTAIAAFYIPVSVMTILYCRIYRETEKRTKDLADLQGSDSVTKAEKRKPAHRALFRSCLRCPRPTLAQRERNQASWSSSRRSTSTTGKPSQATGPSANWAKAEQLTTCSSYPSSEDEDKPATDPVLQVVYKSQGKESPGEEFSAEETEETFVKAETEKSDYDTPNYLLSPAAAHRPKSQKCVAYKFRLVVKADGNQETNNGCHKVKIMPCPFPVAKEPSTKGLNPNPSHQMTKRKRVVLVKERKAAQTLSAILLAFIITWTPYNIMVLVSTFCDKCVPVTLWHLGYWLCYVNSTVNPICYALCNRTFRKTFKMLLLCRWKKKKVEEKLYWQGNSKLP
# CHRM5 PAM = human M5 muscarinic receptor positive allosteric modulators, primary screen, CHO-K1 cells, Fluo-8 calcium fluorescence; Muscarinic acetylcholine receptor M5 (Homo sapiens), P08912; CHO-K1 hM5, ACh EC20 PAM; 0% = ACh EC20, 100% = ACh EC100; activation, % at 3 µM; 360,000 tested, 0.3% active;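 active = activation above the run cutoff, the mean activation of all test compounds plus 3 SD, cut at about 18% in these data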
#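 Assay system – human M5 receptor in CHO-K1 cells · Read-out – % activation, ACh-normalized · Technique – Fluo-8 calcium fluorescence · Dosing – single-point, 3 µM nominal · Incubation – Fluo-8 loading 80 min at 37 °C plus 30 min room temperature · Repeats – singlicate, one well per test compound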
# IDE inh = human IDE inhibitors in live cells, primary screen, fluorescence polarization, HEK cells, FAbetaB substrate; Insulin-degrading enzyme (Homo sapiens), P14735; FAbetaB cleavage; inhibition, % at 5.59 µM; 320,000 tested, 0.41% active;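 active = percent inhibition above the average of all tested compounds plus 3 SD, set per screening campaign, cut at about 16% in these data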;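 also: IDE supplied by intact live HEK cells; FP after avidin binding of uncleaved biotin substrate so inhibition keeps polarization high; 0% = DMSO wells and 100% = 60 µM reference IDE inhibitor Ii1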
# M4 ag = human M4 muscarinic receptor agonists, primary screen, CHO-K1 cells, Fluo-8 calcium fluorescence. 360,000 tested, 0.14% active. activation, % at 3 µM. Muscarinic acetylcholine receptor M4 (Homo sapiens), P08173. CHO-K1 hM4/Gqi5; vehicle 0%, full acetylcholine response 100%;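 active = activation above the run mean over all test wells plus 3 SD, cut at about 32% in these data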;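 also: peak over basal fluorescence ratio per well then scaled between controls; 0% = DMSO wells and 100% = acetylcholine at EC100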
# CHRM5 antagonist = human M5 muscarinic receptor antagonists, primary screen, CHO cells, Fluo-8 calcium fluorescence. CHO-hM5 cells, ACh EC80. inhibition, % at 3 µM. 360,000 tested, 0.59% active. AID 624040, 2012;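 active = inhibition above a per-plate cutoff, the mean of that plate's test compounds plus 3 SD, cut at about 27% in these data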;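 also: 0% = acetylcholine EC80 with DMSO and 100% = DMSO without agonist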
# M4 antag = human M4 muscarinic receptor antagonists, primary screen, CHO cells, Fluo-8 calcium fluorescence; CHO-hM4 cells, ACh EC80; inhibition, % at 3 µM; 360,000 tested, 0.73% active;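 active = inhibition above its plate's cutoff, the mean inhibition of sample wells plus 3 SD, cut at about 27% in these data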;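 also: 0% = acetylcholine EC80 with DMSO and 100% = DMSO without agonist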
# Active calls of the source: *; . = no result given.
item	molecule	CRFR2-BP antag	CRFBP-R2 agonist	CHRM4 PAM	CHRM5 agonist	CHRM5 PAM	IDE inh	M4 ag	CHRM5 antagonist	M4 antag
1	O=C(Nc1ccc2c(c1)C(=O)N(c1ccccc1)C2=O)C1CCCO1 (stereo unspecified)	7	1.3	1	2	-1	-1	0	1	1
2	COc1ccccc1NS(=O)(=O)c1cccc(C(=O)NNC(=O)c2ccc(Cl)nc2)c1	-6	-1.1	-1	1	11	1	1	0	9
3	COc1ccc(-c2nnc(SCC(=O)N3CCCC3)o2)c(OC)c1	8	0.1	5	-3	6	-4	1	-1	0
4	CCOC(=O)[C@]12CCC=C1N(Cc1ccc3c(c1)OCO3)C(=O)[C@H](CC(=O)NCc1cccc(C(F)(F)F)c1)C2	.	.	1	-1	-11	.	2	-1	-9
5	COc1ccc2nc(N3C(=O)CC(C(C)c4ccccc4)C3=O)sc2c1 (stereo unspecified)	-19	0.9	-4	-5	-5	0	1	-1	4
6	Cc1cc(C(=O)N2CCCC(CO)(Cc3ccc(F)cc3F)C2)nn1C (stereo unspecified)	19	-1.8	2	1	4	.	3	-2	2
7	CC(=O)Nc1ccc(NC(=O)CCOc2ccccc2C)cc1	7	0.2	3	1	2	3	3	-5	-10
8	Cc1cc(C(=O)CS(=O)(=O)c2ccc(F)cc2)cc(C)c1O	9	-2.1	-6	1	2	-4	3	5	-7
9	CN1/C(=C/C(=O)c2cccs2)Sc2ccccc21	.	.	0	-5	4	4	-3	-5	8
10	CCN(CC)CCNC(=O)c1cc2c(-c3cccc(OC)c3)nn(C)c2s1	0	0.8	-2	-2	2	5	1	-5	-16
11	COc1cccc(OC)c1C(=O)N1CCN(Cc2ccccc2C(F)(F)F)CC1	26	1.0	2	0	0	11	4	-5	-1
12	Brc1ccc(-c2ccc(CNCc3ccccn3)o2)cc1	18	-2.0	6	-5	0	2	9	2	-6
13	CSc1ccccc1C(=O)Nc1cccc(C)c1	1	-2.2	7	-2	-1	0	0	3	8
14	Cc1ccc(-c2nnc(N3CCCCC3)c3ccccc23)cc1S(=O)(=O)N1CCN(C)CC1	16	-2.1	0	-4	-6	1	1	8	7
15	CCCC(C)NC(=O)c1ccc(OCc2ccc(Cl)cc2)c(OC)c1 (stereo unspecified)	31	-0.7	5	-1	-2	-1	-1	-3	2
16	O=C(COc1ccccc1)NNc1nc2ccccc2s1	-18	2.0	-5	2	3	3	0	2	-3
17	Cc1cc(NC(=O)CSc2nnnn2-c2ccccc2C)no1	2	-0.7	-4	-2	-4	-2	1	2	0
18	CC(C)(C)c1ccc(C(=O)NNC(=S)NC(=O)c2cccnc2)cc1	-12	18	4	1	2	-1	7	17	-7
19	CC1CC(=O)N(c2ccc(N(C)Cc3ccccc3)c([N+](=O)[O-])c2)C1=O (stereo unspecified)	3	-2.0	-8	5	-5	-6	4	5	5
20	Cc1noc(C)c1C(=O)OCC(=O)c1c(N)n(CC(C)C)c(=O)n(C)c1=O	20	-1.2	-1	-6	-5	9	1	-5	0

# Values in list order from the list.
# Entries 13 to 19 in CRFR2-BP antag, in turn: 1, 16, 31, -18, 2, -12, 3

# Part of the list above, with each value named:
13. CSc1ccccc1C(=O)Nc1cccc(C)c1
- CRFR2-BP antag: 1
- CRFBP-R2 agonist: -2.2
- CHRM4 PAM: 7
- CHRM5 agonist: -2
- CHRM5 PAM: -1
- IDE inh: 0
- M4 ag: 0
- CHRM5 antagonist: 3
- M4 antag: 8
16. O=C(COc1ccccc1)NNc1nc2ccccc2s1
- CRFR2-BP antag: -18
- CRFBP-R2 agonist: 2.0
- CHRM4 PAM: -5
- CHRM5 agonist: 2
- CHRM5 PAM: 3
- IDE inh: 3
- M4 ag: 0
- CHRM5 antagonist: 2
- M4 antag: -3
4. CCOC(=O)[C@]12CCC=C1N(Cc1ccc3c(c1)OCO3)C(=O)[C@H](CC(=O)NCc1cccc(C(F)(F)F)c1)C2
- CRFR2-BP antag: .
- CRFBP-R2 agonist: .
- CHRM4 PAM: 1
- CHRM5 agonist: -1
- CHRM5 PAM: -11
- IDE inh: .
- M4 ag: 2
- CHRM5 antagonist: -1
- M4 antag: -9

# The listing continues:
item	molecule	CRFR2-BP antag	CRFBP-R2 agonist	CHRM4 PAM	CHRM5 agonist	CHRM5 PAM	IDE inh	M4 ag	CHRM5 antagonist	M4 antag
21	O=C(Nc1ccccn1)c1cccs1	-23	0.0	10	0	9	2	0	1	-3
22	C=CCN(C(=O)CCc1ccccc1OC)c1nc(-c2ccc(S(C)(=O)=O)cc2)cs1	-12	3.9	-17	0	-1	-7	5	6	8
23	CCOC(=O)C1(Cc2cccc(OC)c2)CCN(Cc2ccc(C)s2)CC1	-25	-1.3	4	-2	-3	-10	7	10	1
24	O=C(COc1ccc2c3c(c(=O)oc2c1)CCC3)NCc1ccccn1	-4	0.1	1	-9	1	2	3	1	2
25	CCC(C)(C)NC(=O)c1ccc2c(c1)N(CC(=O)N1CCCC1)C(=O)C(C)(C)O2	-6	-1.0	6	1	1	-4	2	5	-9
26	O=C(NNC1=C(C(=O)C(F)(F)F)CCC1)c1ccccc1O	-15	-1.2	-1	0	-5	-8	1	3	5
27	CC(=O)Nc1ccc(NC(=O)C(C)OC(=O)CN(C)S(=O)(=O)c2ccc(Cl)cc2)cc1 (stereo unspecified)	-2	0.6	0	0	-4	-2	1	0	-12
28	c1ccc2c(CSc3ncnc4nc[nH]c34)cccc2c1	-8	1.7	-3	4	-13	5	10	16	7
29	CCn1c(CNc2nc(-c3ccccc3)cs2)nnc1SCC(=O)NCc1ccccc1	-6	1.0	0	-2	-2	8	4	-4	-12
30	O=C(OCCN1CCCCC1)c1ccccc1Br	6	0.9	-16	-4	-11	4	11	21	6
31	Cc1ccc(NC(=S)N(Cc2cccc(Br)c2)CC2CCC(C(=O)O)CC2)cc1 (stereo unspecified)	9	0.2	1	0	6	-3	1	5	-2
32	COc1ccc(N(C)C(=O)Cc2c(C(=O)O)[nH]c3ccccc23)cc1	-17	0.8	12	0	7	0	0	-15	-5
33	CCc1ccc(NC(=O)c2cnc3n(c2=O)CCS3)cc1	-7	8.9	-2	6	-8	6	5	2	-4
34	CCOc1ccc(NS(=O)(=O)c2cc(NC(=O)CCS(=O)(=O)c3ccc(C)cc3)ccc2OC)cc1	-9	-0.6	0	-3	5	6	1	-1	2
35	COC(=O)c1ccc2nc(-c3ccc(F)cc3)c(Cc3ccc(C)cc3)n2c1	.	.	-3	0	-11	.	-2	-1	-4
36	COc1ccc(OC(=O)c2cccnc2)cc1	-10	0.2	10	-5	-4	3	1	-1	13
37	CC(Sc1nc(N)cc(N)n1)C(=O)NCCC1=CCCCC1 (stereo unspecified)	1	-1.1	6	2	1	-1	3	4	-9
38	Cn1c(N)c(S(=O)(=O)N2CCN(C(=O)c3ccco3)CC2)c(=O)n(C)c1=O	-9	0.1	-4	-1	1	-1	1	-6	-5
39	CC(C)(C)c1ccc(OC(=O)c2ccc3nsnc3c2)cc1	10	7.0	-4	0	-7	-3	-1	6	2
40	C=CCn1c(CCCNC(=O)C(C)(C)C)nc2ccccc21	9	-1.3	5	3	-1	0	1	0	-6

# Profiles, looked up by structure.
# c1ccc2c(CSc3ncnc4nc[nH]c34)cccc2c1 as listed: CRFR2-BP antag = -8; CRFBP-R2 agonist = 1.7; CHRM4 PAM = -3; CHRM5 agonist = 4; CHRM5 PAM = -13; IDE inh = 5; M4 ag = 10; CHRM5 antagonist = 16; M4 antag = 7
# O=C(COc1ccc2c3c(c(=O)oc2c1)CCC3)NCc1ccccn1 as listed: CRFR2-BP antag = -4; CRFBP-R2 agonist = 0.1; CHRM4 PAM = 1; CHRM5 agonist = -9; CHRM5 PAM = 1; IDE inh = 2; M4 ag = 3; CHRM5 antagonist = 1; M4 antag = 2
# CC(=O)Nc1ccc(NC(=O)C(C)OC(=O)CN(C)S(=O)(=O)c2ccc(Cl)cc2)cc1 (stereo unspecified) as listed: CRFR2-BP antag = -2; CRFBP-R2 agonist = 0.6; CHRM4 PAM = 0; CHRM5 agonist = 0; CHRM5 PAM = -4; IDE inh = -2; M4 ag = 1; CHRM5 antagonist = 0; M4 antag = -12

# Continuation.
item	molecule	CRFR2-BP antag	CRFBP-R2 agonist	CHRM4 PAM	CHRM5 agonist	CHRM5 PAM	IDE inh	M4 ag	CHRM5 antagonist	M4 antag
41	Cc1ccc(C(=O)Nc2cc([N+](=O)[O-])ccc2F)s1	-3	-1.8	-4	-2	-3	2	0	3	6
42	O=C(N/N=C/C=C/c1ccccc1)c1cc2c(ccc3ccccc32)o1	18	4.8	7	2	-2	4	1	5	4
43	O=P(c1ccccc1)(c1ccccc1)C(O)c1cccs1 (stereo unspecified)	-3	-1.5	6	-1	2	.	0	-2	-5
44	Oc1c(Br)cc(Br)cc1C=Nc1ccc2[nH]ncc2c1	5	-0.5	17	4	7	3	0	-1	-7
45	CCNc1ccc(C(=O)OCC(=O)NC(C)c2ccccc2)cc1[N+](=O)[O-] (stereo unspecified)	-6	0.1	3	-1	-6	1	3	7	3
46	O=C(CSc1nnc(CNc2ccc(F)cc2)o1)N1CCN(C(=O)c2ccco2)CC1	4	-1.2	9	3	-5	-1	4	-3	-1
47	Cc1cc(=O)n2nc(N3CCCC3C(=O)Nc3cccc(Cl)c3C)sc2n1 (stereo unspecified)	-12	-2.1	6	-3	5	2	1	-4	-15
48	CCOC(=O)c1ccc(Nc2cc(C)nc(N3CCOCC3)n2)cc1	-4	-0.5	-9	-7	-7	-2	2	4	5
49	COc1cc2oc(=O)cc(-c3ccc(-c4ccc(N(C)C)cc4)cc3)c2c(OC)c1OC	8	2.5	-7	1	8	.	-1	-10	1
50	O=C(NC12CC3CC(CC(C3)C1)C2)N(Cc1ccccc1)Cc1ccncc1	-20	-0.3	-15	-2	-13	0	21	15	1
51	Cc1ccc(C(=O)C2=C(O)C(=O)N(Cc3cccnc3)C2c2ccc(Cl)cc2)o1 (stereo unspecified)	9	0.6	-10	-3	4	1	-2	7	-4
52	O=C(Nc1c2c(nn1-c1ccccc1)CS(=O)(=O)C2)c1ccccc1C(F)(F)F	11	-3.0	-3	-3	6	-1	1	-5	7
53	CC(C)(C)C(c1nc2ccccc2[nH]1)n1c(-c2ccsc2)nc2ccccc21 (stereo unspecified)	.	.	3	-3	3	.	2	2	-3
54	CCCCNC(=S)N/N=C/c1ccc(C#N)cc1	-30	1.7	1	-3	-7	2	3	6	-4

# Screening results as filed in PubChem.
